# From PubChem BioAssay
# Tat export inh: E. coli Tat export inhibitors, primary screen, MC4100, TorA-mCherry reporter, fluorescence, single point | 340,000 tested, 0.036% active | AID 488895, 2010 | inhibition, % at 10 µM;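 active = mean replicate inhibition at least 50% and at least half of replicates individually reaching 50%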;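 note: exported cargo escapes ClpAP degradation while cytoplasmic cargo is degraded and loses fluorescence; 0% = median of neutral control wells and 100% = median of NaSCN control wells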
# Wnt bcat act: Wnt/beta-catenin pathway activators, primary screen, cell-based, plate reader, single point. 300,000 tested, 1.2% active. Wnt/beta-catenin reporter cell assay, activator. activation, % at 9.35 µM; in the data active = activation above about 30%, passing the limit was not always enough;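 note: 0% = neutral control wells and 100% = positive control wells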
# CAL PDZ FP: CAL PDZ peptide-binding inhibitors, primary screen, biochemical, fluorescence polarization, Cer-tagged CAL PDZ, HTS; Golgi-associated PDZ and coiled-coil motif-containing protein (Homo sapiens), Q9HD26; purified CAL PDZ, TMR-peptide fluorescence polarization, 1 h; inhibition, % at 20 µM; 330,000 tested, 0.02% active;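 active = highest replicate inhibition of at least 40%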;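 note: plate controls were DMSO neutral control wells for no effect and unlabeled competitor peptide control wells for full effect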
#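 material = purified tagged CAL PDZ domain construct (CerCALP) | compound dosing = 20 µM, one dose | times = 1 h at RT | measured by = fluorescence polarization from S- and P-plane intensities, G-factor corrected | read-out = inhibition from polarization loss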
# Rtt109 HAT inh: inhibitors of C. albicans Rtt109/Vps75 HAT, primary screen, biochemical, ThioGlo CoA-SH fluorescence, plate reader; 330,000 tested, 0.16% active; AID 540336, 2011; purified Rtt109/Vps75, 4 h; Histone acetyltransferase RTT109 (Candida albicans (strain SC5314 / ATCC MYA-2876)), …; inhibition, % at 34.9 µM;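 active = inhibition of at least 50% in every replicate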
# Target sequence (Q5AAJ8 whole entry, looked up): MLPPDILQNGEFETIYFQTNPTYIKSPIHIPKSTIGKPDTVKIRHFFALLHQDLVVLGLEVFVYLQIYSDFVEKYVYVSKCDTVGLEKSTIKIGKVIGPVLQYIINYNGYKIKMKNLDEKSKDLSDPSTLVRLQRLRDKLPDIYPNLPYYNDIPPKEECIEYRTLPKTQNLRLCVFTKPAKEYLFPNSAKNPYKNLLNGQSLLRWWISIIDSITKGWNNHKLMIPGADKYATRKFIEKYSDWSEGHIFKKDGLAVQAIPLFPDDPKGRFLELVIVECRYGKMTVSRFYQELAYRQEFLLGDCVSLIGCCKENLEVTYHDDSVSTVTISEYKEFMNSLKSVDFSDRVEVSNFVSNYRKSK
# Ecoli viability: E. coli V3065 growth inhibition, primary screen, counter-screen for AddAB inhibitor project, absorbance, OD600 | 18 h | inhibition, % at 11.9 µM | 330,000 tested, 0.27% active | AID 449728, 2010;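 active = inhibition above the campaign's mean inhibition across all tested compounds plus 3 SD, cut at about 9.9% in these data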;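 note: uninfected addAB+ strain grown without phage in ampicillin broth; 0% = DMSO wells and 100% = ciprofloxacin 0.95 µg/ml wells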
# phage Ecoli inh: growth loss of phage-infected E. coli, primary screen, RecBCD inhibitor project, absorbance, with phage, HTS | inhibition, % at 11.9 µM | 360,000 tested, 0.26% active | AID 651602, 2012; in the data active = inhibition above about 11%
# PfHsp90 set2: growth inhibition of PfHsp90-expressing yeast, primary screen, antimalarial PfHsp90 inhibitor project, S. cerevisiae, BacTiter-Glo luminescence, single point, set 2; BacTiter-Glo ATP, 48 h; yeast lacking PDR1 and PDR3 efflux regulators; 310,000 tested, 0.32% active; inhibition, % at 9.4 µM;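 active = every replicate shows inhibition above about 80%, whatever the replicate mean, limit read from the data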;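 note: 0% = DMSO neutral controls and 100% = 20 µM radicicol positive controls; yeast relying on Plasmodium falciparum Hsp90 in place of its own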
# PvdQ acylase: P. aeruginosa PvdQ acylase inhibitors, primary screen, biochemical, fluorescence, plate reader and imaging, single point; 340,000 tested, 0.063% active; AID 488965, 2010; purified PvdQ acylase; inhibition, % at 10 µM; in the data active = inhibition above about 30%, passing the limit was not always enough;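 note: 0% = vehicle neutral wells and 100% = reference inhibitor wells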
# DAGLB inh: DAGLB lipase inhibitors, primary screen, biochemical, fluorescence, HTS; 340,000 tested, 0.059% active; Diacylglycerol lipase-beta (Homo sapiens), Q8NCG7; HEK293T DAGLB membrane lysate, EnzChek fluorogenic substrate; inhibition, % at 5.17 µM; AID 504411, 2011; in the data active = inhibition above about 34%;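 note: 0% = enzyme with vehicle and 100% = wells lacking enzyme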
# Target sequence (Q8NCG7 whole entry, looked up): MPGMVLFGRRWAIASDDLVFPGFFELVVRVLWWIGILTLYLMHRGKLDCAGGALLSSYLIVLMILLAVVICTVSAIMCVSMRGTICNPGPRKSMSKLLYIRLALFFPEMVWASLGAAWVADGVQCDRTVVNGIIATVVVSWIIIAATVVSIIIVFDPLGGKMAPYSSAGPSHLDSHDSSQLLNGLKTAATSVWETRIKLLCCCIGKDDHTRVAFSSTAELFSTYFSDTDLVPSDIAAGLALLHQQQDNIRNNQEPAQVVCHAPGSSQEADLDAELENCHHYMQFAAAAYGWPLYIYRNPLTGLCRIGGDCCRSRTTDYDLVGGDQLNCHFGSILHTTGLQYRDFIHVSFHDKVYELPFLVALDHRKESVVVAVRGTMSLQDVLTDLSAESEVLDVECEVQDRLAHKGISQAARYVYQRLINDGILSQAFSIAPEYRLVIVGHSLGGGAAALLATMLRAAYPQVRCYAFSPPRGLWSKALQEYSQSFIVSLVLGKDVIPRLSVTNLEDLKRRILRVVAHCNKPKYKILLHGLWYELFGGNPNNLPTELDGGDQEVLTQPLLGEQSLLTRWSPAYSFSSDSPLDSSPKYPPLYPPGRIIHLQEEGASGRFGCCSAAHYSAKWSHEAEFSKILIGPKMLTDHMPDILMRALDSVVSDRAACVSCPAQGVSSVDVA
# AddAB inh: growth inhibition of E. coli expressing H. pylori AddAB, primary screen, AddAB inhibitor project, absorbance; AID 435030, 2010; 330,000 tested, 0.29% active; inhibition, % at 11.9 µM; in the data active = inhibition above about 12%;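 note: 0% = vehicle wells of infected cells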
# * = called active by the depositor; / = not tested or not shown.
# Sequence of screens: Tat export inh, Wnt bcat act, CAL PDZ FP, Rtt109 HAT inh, Ecoli viability, phage Ecoli inh, PfHsp90 set2, PvdQ acylase, DAGLB inh, AddAB inh
CCOC(=O)c1c(S(=O)(=O)NCC(=O)Nc2cccc(C)n2)c(C)n(C)c1C
  -5, -1, -2.1, -4, -1.0, 0.6, 8, -7, -1, 2.1
O=C(Cn1c(=O)n(CCCC(=O)NC2CCCC2)c(=O)c2ccccc21)NCCC1=CCCCC1
  -6, -3, -0.9, -11, -2.2, 1.7, -9, -10, -3, 2.2
Cc1cccc([N+](=O)[O-])c1C(=O)O
  4, 0, -8.2, -33, 1.9, 2.0, -1, -4, 2, 2.4
Cc1ccc(C)c(NC(=O)CN(C)C(=O)C2CCN(C(=O)Nc3ccccc3)CC2)c1
  -6, 7, -2.1, -8, -0.7, 3.3, -13, -12, 2, -0.3
CC(C)C(NC(=O)Cc1ccccc1)C(=O)N1CCN(c2cccc(Cl)c2)CC1 (stereo unspecified)
  2, -6, 0.0, 7, 0.9, 6.3, 8, -4, -31, 2.0
O=C(O)CCC(=O)N1CCN(c2nc3ccccc3s2)CC1
  1, 7, /, 7, -0.9, -0.6, 2, -14, 0, -1.2
CCNC(=O)c1ccc(NC(=O)CC2SC(N3CCCC3)=NC2=O)cc1 (stereo unspecified)
  -5, 6, -3.0, -3, 1.1, 0.7, /, 10, -2, 2.2
CCCC(=O)N1CCCC(c2nc(-c3cccc(OC)c3)no2)C1 (stereo unspecified)
  2, 11, -1.9, 10, 1.0, 1.5, -55, 0, 0, 1.1
COc1cc(-c2[nH]nc3c2C(c2ccco2)C(C#N)=C(N)O3)cc(OC)c1OC (stereo unspecified)
  -2, 1, -1.5, 9, -0.2, 3.4, 4, -15, 1, 1.5
O=C(NC1CCCC1)c1ccc(Cl)c(S(=O)(=O)N2CCOCC2)c1
  -1, 0, -1.3, -30, -2.0, 1.8, -48, -9, -2, 1.7
O=C(O)CC1(CC(=O)Nc2cccc(C(F)(F)F)c2)CCCC1
  0, 2, -1.6, -17, 2.7, 1.8, -14, -13, 4, 1.4
CC(=O)Oc1c(-c2ccco2)oc2ccccc2c1=O
  1, 0, 0.4, 1, -4.7, -0.8, -48, -3, 0, 3.4
CCCC(C(=O)NC1CCCC1)N(Cc1ccccc1)C(=O)c1snc(C(N)=O)c1N (stereo unspecified)
  7, 0, 0.6, -2, -1.5, 2.1, -3, -5, 2, 1.9
O=C(COc1ccccc1Br)Nc1ccccc1C(F)(F)F
  13, 11, -0.8, 11, 2.3, 4.1, /, 4, -9, 0.6
N#CCCn1cc(C(=O)Nc2ccccn2)c(-c2ccccc2)n1
  3, 3, /, -4, -0.4, -0.2, 2, -13, 0, 0.0
COc1cccc(NC(=O)Cc2nnc(SCCOc3ccccc3)n2C)c1
  -7, -1, -0.9, 3, -1.5, 3.6, 11, -1, -2, 2.7
COc1ccccc1CCNC(=O)c1cc(COc2cccc(C(F)(F)F)c2)on1
  5, 1, -1.7, 0, 1.6, 1.4, -33, 0, -5, 1.9
Cc1cccc(C)c1NC(=S)N1CCCCCC1
  -2, 0, -2.4, -3, 0.1, -2.4, 4, -5, 0, 1.1
CNC(=O)Nc1cc(C(F)(F)F)cc(C(F)(F)F)c1
  1, 4, 0.7, 8, 3.1, 2.5, 11, -7, -3, -0.2
CCC(C)NC(=O)/C=C/c1ccc(S(=O)(=O)NCc2ccco2)cc1 (stereo unspecified)
  4, 0, -0.3, 5, -2.5, 0.6, /, 7, 2, 1.6
COCCNC(=S)N1CCN(C(c2ccccc2)c2ccccc2)CC1
  0, -2, -2.2, -12, /, -0.1, 8, -14, -3, /
Cc1c(NC(=O)C(C)N2C(=O)NC3(CCC(C)CC3)C2=O)c(=O)n(-c2ccccc2)n1C (stereo unspecified)
  9, 1, -3.4, 6, 0.9, 0.5, 19, -10, 1, 1.4
Cc1ccc(S(=O)(=O)N2CCN(C(=O)CCC(=O)OCC(=O)Nc3cccc(C#N)c3)CC2)cc1
  -3, -3, -3.6, /, -2.9, 1.5, -4, -2, 0, 1.8
COCc1cc(=O)oc2cc(NS(=O)(=O)c3ccc(C)cc3)ccc12
  /, -3, /, /, 2.3, 1.9, /, /, /, -0.3
Cc1ccc(OCCCN2C(=O)C(=O)c3cc(C)ccc32)cc1
  -2, -9, -0.8, 1, 2.0, 1.2, 0, -2, 3, -0.6
OC(c1ccccc1)(c1ccccc1)c1ncc[nH]1
  4, 0, 0.3, 5, 0.3, 1.2, 10, -11, 1, 3.9
O=C(CSC(=S)N1CCCC1)Nc1cc2c(cc1Br)OCCO2
  -8, 6, -0.6, -7, -2.0, 1.0, 4, -16, -2, -3.7
Cc1cccc(NC(=O)c2ccc(COc3ccccc3[N+](=O)[O-])o2)n1
  -4, 0, -2.1, /, -3.8, -0.9, 0, -5, -6, -0.7
CCN(CC(=O)NCc1cccs1)C(=O)c1ccc(OC)c(OC)c1
  8, 4, 3.9, -13, 0.4, 2.1, -9, -7, 1, 5.5
NC(=NC(=O)c1ccc(OCC(F)(F)F)nc1)c1ccc(Cl)cc1
  10, 2, -1.5, -1, 0.0, 1.3, -4, -18, -4, 0.3
CCN(CC)S(=O)(=O)c1ccc(C(=O)Oc2coc(CSc3nc(C)cc(C)n3)cc2=O)cc1
  2, /, -2.7, 0, 1.4, 0.6, 22, -3, -1, 0.6
Cc1ccc(N=Cc2c(O)n(-c3nccs3)c(=O)c3ccccc23)cc1
  -3, 0, -0.9, -27, -0.5, 0.6, -12, -10, 1, 1.0
O=C(NCc1ccccc1CN1CCCC1)c1ccc(Cl)c(N2CCCC2=O)c1
  5, 3, -0.3, -2, -1.2, 1.9, 5, -7, 0, 0.4
CCOc1ccc(S(=O)(=O)n2cnc(C)c2)cc1
  2, 0, -0.3, 1, 1.2, 3.8, -5, -13, -2, 3.5
O=S(=O)(c1ccccc1)N1CCN(Cc2ccc(Cl)cc2)CC1
  27, 0, 0.2, -5, 0.8, 1.8, -3, -18, -9, 2.9
O=C(NCc1ccc2c(c1)OCO2)c1ccccc1Cl
  4, 0, -0.5, -4, -0.7, 3.5, 15, -8, 0, -0.7
Cc1[nH]nc2c1C1(CCN(Cc3ccccc3)CC1)C(C#N)=C(N)O2
  -5, /, -1.2, -2, -1.7, 4.0, 25, -2, 1, 0.3
Cc1ccc(N(C(=O)c2csnn2)C(C(=O)NC2CCCC2)c2ccncc2)c(C)c1 (stereo unspecified)
  8, 2, -2.6, -4, 3.1, -0.8, -31, -6, 1, 4.5
Cc1csc(NC(=O)CSc2ccc3nnc(-c4ccncc4)n3n2)n1
  -8, -2, -0.2, 16, 2.5, 1.7, 7, -1, -2, 1.8
CCN(CC(=O)NC(C)(C)C)C(=O)c1ccccc1SCC(=O)NC1CCCCCCC1
  9, 1, -1.1, 26, -2.1, -0.3, -1, 5, -2, 0.7
COC(=O)c1ccccc1NS(=O)(=O)c1ccc2c(c1)oc(=O)n2C
  3, 0, 0.0, -3, -0.2, 3.7, 25, -4, -2, 2.3
CC1(C)CC(=O)C(C(c2ccc(F)cc2)C2C(=O)CC(C)(C)CC2=O)C(=O)C1
  -3, -1, -2.8, -8, 1.3, 1.6, 8, -13, 1, 1.0
CCCCNc1oc(-c2ccc(OC)cc2)nc1S(=O)(=O)c1ccccc1
  0, 1, 0.8, -1, -4.2, 0.4, 7, -1, 0, -2.0
Nc1c(C(=O)N/N=C/c2cccnc2)oc2nc(-c3ccco3)cc(-c3ccco3)c12
  /, 0, /, /, -0.8, 2.3, /, /, /, 1.7
O=S(=O)(Nc1nnc(C2CC2)s1)c1ccccc1
  -7, -1, -4.5, 5, -1.7, 3.1, 4, -19, -3, 1.5
O=C(c1ccco1)N1CCN(C(=O)c2ccccc2OCc2ccc(Cl)cc2)CC1
  5, 0, -1.5, -10, 0.3, -0.1, 10, -15, -1, 0.2
CC(C)(C)c1ccc(C(=O)Nc2nnc(C3=COCCO3)o2)cc1
  1, 1, -2.0, 8, -5.1, -4.7, -2, -4, 4, -4.4
Cc1ccc(C(=O)Cn2c3[n+](c4ccccc42)CC(O)CS3)cc1 (stereo unspecified)
  6, -1, -1.0, -4, 0.7, -0.5, 0, -19, -3, 2.2
Cc1cccc(N2CCN(C(=O)c3cc(S(=O)(=O)N4CCOCC4)cn3C)CC2)c1C
  -14, -1, 0.1, -7, -2.0, 3.8, 24, -3, 3, -0.7
CCN(CC(=O)Nc1c(F)cccc1F)C(=O)/C=C/c1ccc(Br)s1
  2, -3, -2.3, 11, 3.4, 2.4, /, 0, 0, -2.2
CN1CCN(NC(=O)CN(C)S(=O)(=O)c2cc(Cl)ccc2Cl)CC1
  -7, 0, -2.5, -10, 3.0, 2.0, 0, -3, -1, 5.2
O=C(CNC(=O)c1ccco1)OCC(=O)c1ccc([N+](=O)[O-])cc1
  0, 0, -3.1, 9, 0.8, 2.0, -14, 6, -2, 4.2
C/C(=N\NC(=O)c1cc(C)nc2ccccc12)c1cccs1
  -4, 0, -0.9, 9, -1.2, 2.8, 12, 0, -2, -0.6
O=[N+]([O-])c1cnn2cc(Br)cnc12
  -7, -1, -0.3, 0, 1.5, 1.3, -2, 2, -2, 0.5
CC(C)c1ccc(CN2CCC(Oc3ccc(C(=O)N4CCCC4)cc3)CC2)cc1
  -2, 0, -2.3, 26, 1.7, 1.4, -2, -17, -2, 7.2
CCOc1ccc(NC(=O)CN(C)C(=O)Cc2n[nH]c(=O)c3ccccc23)cc1OCC
  2, 1, 1.4, -1, 0.0, 0.6, -7, -9, 0, 0.8
O=S(=O)(NC1CCN(Cc2ccccc2)CC1)c1cccc2cccnc12
  2, -1, -1.7, -1, 0.9, /, /, 3, -5, 1.6
Nc1c2nc(-c3ccccc3Cl)[nH]c(=O)c2nc(=O)n1-c1ccccc1
  2, 17, -4.5, -1, -2.4, 2.5, -1, -4, -1, 1.3
CC1C/C(=N\NC(=S)NC(C)C)CC(C)(C)C1 (stereo unspecified)
  1, -4, -2.2, -2, -1.5, 0.2, -12, -5, -5, 1.7
O=C(NCC(c1ccco1)N1CCCC1)c1cc2cc(Cl)ccc2o1 (stereo unspecified)
  -7, -5, -0.4, -9, -2.6, -2.1, 10, 4, -2, 2.8
COCCOC(=O)C1=C(C)OC(N)=C(C#N)C1c1cc2cccc(C)c2nc1Cl (stereo unspecified)
  4, 0, 0.3, 2, 0.8, -2.4, 0, 7, 1, 3.8
CC(C)NC(=O)CC(=O)N/N=C/c1ccc(Br)cc1
  2, -1, -2.6, 13, 2.4, 0.4, 8, 3, 1, -1.7
CCN(CC(=O)NCc1ccco1)S(=O)(=O)c1ccc(F)cc1
  14, 0, -2.3, 5, -0.8, 2.0, -8, 7, -3, 2.3

# Rewritten with tabs: two of the compounds above
structure	Tat export inh	Wnt bcat act	CAL PDZ FP	Rtt109 HAT inh	Ecoli viability	phage Ecoli inh	PfHsp90 set2	PvdQ acylase	DAGLB inh	AddAB inh
O=[N+]([O-])c1cnn2cc(Br)cnc12	-7	-1	-0.3	0	1.5	1.3	-2	2	-2	0.5
Cc1csc(NC(=O)CSc2ccc3nnc(-c4ccncc4)n3n2)n1	-8	-2	-0.2	16	2.5	1.7	7	-1	-2	1.8
